# KCNQ2 inh – KCNQ2 potassium channel inhibitors, primary screen, cell-based, CHO-K1, FluxOR thallium flux, B-score (AID 2156); Potassium voltage-gated channel subfamily KQT member 2 (Rattus norvegicus), O88943; 20 min; stronger effect = lower value; B-score at 10 µM; 1.1% of 310,000 active;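 active = fluorescence ratio B-score at most minus 3 library SDs, with starting brightness B-score within 2 library SDs, cut at about -5.5 in these data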
# Kir21 inh – inhibitors of mouse Kir2.1 inward-rectifier potassium channel; B-score at 10 µM; HEK293-Kir2.1, FluxOR thallium flux fluorescence; stronger effect = lower value; 0.85% of 310,000 active; Inward rectifier potassium channel 2 (Mus musculus), P35561;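 active = fluorescence ratio B-score at or below minus 3 SD of library scores, with starting-brightness B-score within 2 SD, cut at about -4.2 in these data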;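 note: channel flux triggered by added potassium and thallium sulfate stimulus; B-score of peak minus minimum fluorescence over baseline after thallium stimulus; more negative B-score means stronger Kir2.1 block with less thallium influx; some compounds called inactive have numbers as strong as hits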
# Target sequence (P35561 whole entry, looked up): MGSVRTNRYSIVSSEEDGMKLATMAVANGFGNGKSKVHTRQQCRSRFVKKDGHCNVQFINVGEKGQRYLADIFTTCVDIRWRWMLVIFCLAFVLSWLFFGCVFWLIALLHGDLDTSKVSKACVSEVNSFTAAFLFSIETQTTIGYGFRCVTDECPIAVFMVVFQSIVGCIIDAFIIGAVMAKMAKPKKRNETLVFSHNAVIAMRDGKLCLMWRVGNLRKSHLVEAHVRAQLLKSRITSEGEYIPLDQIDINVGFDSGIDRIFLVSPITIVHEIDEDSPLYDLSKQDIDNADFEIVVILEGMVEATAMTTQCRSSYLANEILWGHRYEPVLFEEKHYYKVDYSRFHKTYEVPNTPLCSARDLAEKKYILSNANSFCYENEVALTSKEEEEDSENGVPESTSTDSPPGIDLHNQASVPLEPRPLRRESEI
# * marks the source's active call; other numbers are inactive results; i = inactive. An unsorted share of the library (roughly 1.8% active in at least one column).
SMILES,KCNQ2 inh,Kir21 inh
Nc1c(C(=O)c2ccccc2)oc2ccccc12,i,2.5
Cc1cccc(Cn2nc(-n3cccc3)c3c(C)cc(C)nc32)c1,i,0.41
Cn1c(=O)c2cc3ccc(Cl)cc3nc2n(C)c1=O,i,0.48
CC(/C=C1\SC(=S)N(CC(=O)O)C1=O)=C\c1ccccc1,i,2.1
Clc1ccc(CONc2ncnc3nonc23)c(Cl)c1,i,-1.6
CCC1=C2CC[C@H]3C(=O)N(c4ccccc4)C(=O)[C@H]3[C@H]2[C@@]2(C)C(=NCC3CC3)OC(=O)N2C1=O,i,0.5
OC1CN=C2C=CC=CN2C1 (stereo not drawn),i,0.97
CCOC(=O)N1CCN(C(=O)c2ccc(N3CCCC3=O)cc2)CC1,i,-1.6
COc1ccc(Cn2ccnc2SCC(=O)Nc2ccccc2F)cc1,i,0.01
COc1ccc(Cl)cc1NC(=O)CSc1nnc(C)c(=O)n1N,i,-0.3
O=C(Cc1c[nH]c2ccccc12)Nc1nc2ccccc2[nH]1,i,0.06
N/C(=N\c1nc(CSc2nc3ccccc3s2)cc(=O)[nH]1)Nc1ccc(F)cc1,i,-1.5
Cc1cc(C(=O)N/N=C2\CC(=O)c3ccccc32)c(C)n1-c1ccc(F)cc1,i,-0.14
Cc1cccc(-c2c3c(=O)n(C)c(=O)n(C)c3cn2C(C)C)c1,i,-2
Cc1ccc(-n2c(C)n[nH]c2=S)cc1C,i,2.8
Cc1ccc(C(=O)N2CCC(C)CC2)cc1C,i,0.65
O=C(O)CCC(=O)N1CCc2cc(S(=O)(=O)N3CCN(c4ccc(F)cc4)CC3)ccc21,i,-1.6
Cc1ccc(C(=O)Nc2oc(-c3ccccc3)cc2C#N)cc1,i,0
COc1cc(OC)c(Nc2cc(C)nc3nc(C)nn23)cc1Cl,i,-0.59
O=C(c1ccc2c(c1)OCCO2)C1CCN(S(=O)(=O)c2ccccc2F)CC1,i,-0.29
CCOC(=O)N1CCC(NC(=O)c2ccc3c(=O)n4c(nc3c2)CCCC4)CC1,i,1.6
CSc1ccc(Cl)c(C(=O)NNC(=O)c2csc(N3CCOCC3)n2)c1,i,-0.46
Nc1nc2nc(-c3cccs3)cc(C(F)(F)F)n2n1,i,0.37
CC(C)(C)c1ccc(C(=O)NC(=S)NNC(=O)COc2ccccc2)cc1,i,0.96
COc1cccc(C(=O)Nc2ccc3[nH]c(=O)[nH]c3c2)c1OC,i,0.5

# Fetched by structure from above (two):
SMILES,KCNQ2 inh,Kir21 inh
Cc1ccc(C(=O)Nc2oc(-c3ccccc3)cc2C#N)cc1,i,0
Clc1ccc(CONc2ncnc3nonc23)c(Cl)c1,i,-1.6

# (listing goes on)
SMILES,KCNQ2 inh,Kir21 inh
CCOc1ccc2nc(N(CCCN(C)C)C(=O)c3ccc(C(=O)c4ccccc4)cc3)sc2c1,i,-3.1
COc1ccc(NC2CCCN(C(=O)CSc3ccncc3)C2)cc1 (stereo not drawn),i,-0.27
O=C(N/N=C/c1cccc([N+](=O)[O-])c1)c1cccs1,i,1.3
CCc1ccc(N2CC(C(=O)Nc3ccc(S(=O)(=O)Nc4ncccn4)cc3)CC2=O)cc1 (stereo not drawn),i,1.5
COc1ccc(NC(=O)NC2(C(=O)N3CCCC3)CCCCC2)cc1,i,-0.02
CCCN(CCC)CCNC(=O)c1cc2c(=O)n(CC)c3ccccc3c2s1,i,-1.4
COc1cc(-c2nc(-c3cccc(C)c3)no2)cc(OC)c1OC,i,1.1
Cc1ccc([N+](=O)[O-])c(OCCN2CCNCC2)c1,i,1.5
COc1ccc(C(=O)Cc2cc3cccc(OC)c3oc2=O)cc1,i,0.04
CCCCCc1cc(=O)oc2c(C(CCN3CCN(c4ccccc4)CC3)c3ccc(N(C)C)cc3)c(OC)cc(OC)c12 (stereo not drawn),i,0.88
Cc1c(NC(=S)NC(=O)CSc2ccc(Cl)cc2)cccc1C(=O)O,i,-0.06
CCCCn1c(N)c(N(CCOC)C(=O)c2cc(Cl)nc3ccccc23)c(=O)[nH]c1=O,i,0.82
CCOCCCNc1nc(=S)[nH]c2cc(OC)c(OC)cc12,i,0.27
CCC(Oc1ccccc1)C(=O)Nc1ccc(S(=O)(=O)Nc2cc(C)on2)cc1 (stereo not drawn),i,0.3
CCc1noc(C)c1C(=O)Nc1nc2ccc(F)cc2s1,i,0.32
CCCCSc1ncnc2[nH]ncc12,i,0.26
C=CCOc1c2ccc(C(=O)NC3CCCc4ccccc43)cc2nn1C (stereo not drawn),i,0.13
CCc1cccc(C)c1NC(=S)N(CCCN1CCOCC1)Cc1cccnc1,i,-0.67
COc1ccc(CC(=O)N2CCN(S(=O)(=O)c3cccs3)CC2)cc1OC,i,-1.2
Cc1ccc(OCc2ccccc2Br)c([N+](=O)[O-])n1,i,-1.3
O=C(CCNC(=O)Cn1ccc2ccccc2c1=O)NCCC1=CCCCC1,i,-0.38
COc1ccc(OC)c(N(CC(=O)NCCSCc2ccco2)S(=O)(=O)c2ccc(OC)c(OC)c2)c1,i,-0.06
CCOC(=O)N1CCc2c(sc(NC(=O)CCS(=O)(=O)c3ccccc3)c2C(N)=O)C1,i,-1.4
CCc1ccc(/C=C2\SC(N3CCOCC3)=NC2=O)cc1,i,1.2
CCCCN(C)CCCNC(=O)c1cn(C)c2ccc(S(=O)(=O)N(C)C3CCCCC3)cc2c1=O,i,-0.52

# The final 7 compounds of the part above are carried over, then new ones follow.
SMILES,KCNQ2 inh,Kir21 inh
COc1ccc(CC(=O)N2CCN(S(=O)(=O)c3cccs3)CC2)cc1OC,i,-1.2
Cc1ccc(OCc2ccccc2Br)c([N+](=O)[O-])n1,i,-1.3
O=C(CCNC(=O)Cn1ccc2ccccc2c1=O)NCCC1=CCCCC1,i,-0.38
COc1ccc(OC)c(N(CC(=O)NCCSCc2ccco2)S(=O)(=O)c2ccc(OC)c(OC)c2)c1,i,-0.06
CCOC(=O)N1CCc2c(sc(NC(=O)CCS(=O)(=O)c3ccccc3)c2C(N)=O)C1,i,-1.4
CCc1ccc(/C=C2\SC(N3CCOCC3)=NC2=O)cc1,i,1.2
CCCCN(C)CCCNC(=O)c1cn(C)c2ccc(S(=O)(=O)N(C)C3CCCCC3)cc2c1=O,i,-0.52
O=c1c2c(nc3c(-c4cccc(Br)c4)c[nH]n13)CCCC2,i,1.8
Cc1ccccc1N(C(=O)c1snc(C(N)=O)c1N)C(C(=O)NCc1ccccc1)c1ccc(O)cc1 (stereo not drawn),i,-1.1
O=C1c2ccccc2C(=O)N1c1ncccn1,i,-0.91
CNC(=O)c1ccc(NC(=O)CN2c3cccc4cccc(c34)S2(=O)=O)cc1,i,1.8
COc1ccc(/C=C(\C#N)C(=O)NCCCn2ccnc2)cc1,i,-0.83
Cc1[nH]n2c(=O)cc(C(C)(C)C)nc2c1-c1ccccc1,i,-1.5
O=C1CC(NS(=O)(=O)c2cccnc2)CN1c1ccc(Cl)cc1 (stereo not drawn),i,1.4
CCCS(=O)(=O)N1CCN(C(=O)CCC2CCCC2)CC1,i,0.08
CCOC(=O)c1c(C)n(CCNC(C)=O)c2ccc(OC)cc12,i,-0.97
CSc1ccc(C(c2c(C(=O)O)[nH]c3ccccc23)c2c(C(=O)O)[nH]c3ccccc23)cc1,i,-0.04
Cc1cc2oc(=O)cc(CN3CCN(S(=O)(=O)c4ccc5c(c4)OCCO5)CC3)c2cc1C,i,-1.9
O=C(NCCc1ccc(Cl)cc1)C1CCCN1C(=O)NCc1ccccc1 (stereo not drawn),i,0
CCn1c2ccccc2c2cc(/C=N/n3c(C)nnc3C)ccc21,i,-2.2
COC(=O)c1cccc(-c2ccc(C(c3c(C)[nH][nH]c3=O)c3c(C)[nH][nH]c3=O)o2)c1,i,-1.9
COc1ccccc1NC(=O)c1ccc(NS(=O)(=O)c2ccc(F)c(F)c2F)cc1,i,-0.13
CC(=O)NC(=O)NC1OC(=O)C(Cl)=C1Cl (stereo not drawn),i,-0.29
COc1ccc(NC(=O)C(=O)NCC2CCCN2S(=O)(=O)c2cccs2)cc1 (stereo not drawn),i,-0.47
CCn1c(O)c(N=NC(=O)CNC(=O)/C=C/c2ccccc2)c2ccccc21,i,0.01
COc1ccc(CCNC(=O)CC(Cc2ccc(C)cc2)C(=O)O)cc1OC (stereo not drawn),i,1.1
O=C1c2ccccc2C2(c3ccccc3)NCCN12 (stereo not drawn),i,0.01
COc1ccc(N(CC(=O)NCCSc2ccccc2)S(C)(=O)=O)cc1,i,-0.05
CC1CCN(CC(=O)NNC(=O)c2cccc(Br)c2)CC1,i,1.1
CC1(C)Cc2c(cnn2-c2ccccc2)C(=O)/C1=N\NC(=O)c1ccncc1,i,1.4
Nc1nc(Cl)cc(Oc2ccc(Cl)cc2)n1,i,-0.05
CCCOC(=O)c1cc(=O)[nH]c2ccccc12,i,0.03

# Two of the compounds above, field by field:
> CC1(C)Cc2c(cnn2-c2ccccc2)C(=O)/C1=N\NC(=O)c1ccncc1
  KCNQ2 inh: i; Kir21 inh: 1.4

> COc1ccc(CCNC(=O)CC(Cc2ccc(C)cc2)C(=O)O)cc1OC (stereo not drawn)
  KCNQ2 inh: i; Kir21 inh: 1.1

# Following part
SMILES,KCNQ2 inh,Kir21 inh
CCOC(=O)N1CCN(Cc2oc(CO)cc(=O)c2O)CC1,i,0.31
c1csc(CNc2ncnc3sccc23)c1,i,1.6
COc1ccc(/C=C2\SC(N)=NC2=O)cc1Cl,i,1.4
OCCNc1nc2ccccc2nc1NCCO,i,0.5
O=C(NCc1ccccn1)c1nc(-c2ccc(C(F)(F)F)cc2)no1,i,0.12
COC(=O)C1CCN(C(=O)COC(=O)COc2ccc(C#N)cc2)CC1,i,1.1
Cc1cccc(NC(=O)[C@H](NC(=O)[C@@H]2Cc3ccccc3CN2)c2ccccc2)c1,i,-2.2
O=C(CN1CCN(c2ncccn2)CC1)Nc1ccccc1C(F)(F)F,i,-0.26
COc1ccc(-c2noc(C3CCCN(C(=O)c4cccc(F)c4)C3)n2)cc1 (stereo not drawn),i,1.3
Cc1cccc(NC(=S)Nc2ccccn2)c1C,i,-2.1
Cc1ccc(-n2c(C)nnc2SCC(=O)Nc2ccccc2)cc1,i,-0.05
O=S1(=O)N=C2CCCCCN2C(c2ccncc2)N1 (stereo not drawn),i,-0.33
O=c1[nH]ccc2c([N+](=O)[O-])cccc12,i,-1.4
C/C(=N\NC(=O)c1cccc([N+](=O)[O-])c1)c1cccs1,i,0.03
Cc1ccc(C(=O)N/C(=C\c2ccco2)C(=O)NCCCn2ccnc2)cc1C,i,-1.1
CCOC(=O)c1c(NC(=O)COC(=O)Cn2cnc3c2c(=O)n(C)c(=O)n3C)sc(C)c1CC,i,-0.58
COc1ccc(-c2nc(-c3ccccc3OC)no2)cc1OC,i,-0.97
O=C(Cn1nc([N+](=O)[O-])nc1Br)NC(c1ccccc1)c1ccccc1,i,1.6
Cc1sc2nc(Cc3ccccc3)[nH]c(=O)c2c1-c1ccccc1,i,1.8
Cc1cc(C(F)(F)F)c(C#N)c(SCC(=O)Nc2nc3ccccc3s2)n1,i,-0.49
COC(C[C@H](O)CC(=O)[C@@H](C)OCc1ccccc1)OC,i,1.5
O=C(O)C[C@H]1c2cc(F)ccc2S(=O)(=O)N1C1CCCCC1,i,-1.3
O=C(CSc1nc2ccccc2c(=O)n1-c1ccccc1)c1cccc([N+](=O)[O-])c1,i,-0.76
COc1ccc(S(=O)(=O)N2CCSCC2)cc1C(N)=O,i,-0.05
O=S1(=O)CC(O)C(N2CCCCC2)C1 (stereo not drawn),i,-1.1
# Going on with the list:
SMILES,KCNQ2 inh,Kir21 inh
CCC(Sc1nc2ccccc2[nH]1)C(=O)Nc1ccc(NC(C)=O)cc1 (stereo not drawn),i,0.77
CCOC(=O)CC(NC(=O)c1ccccc1)c1ccc(OC)cc1 (stereo not drawn),i,-0.49
COC(=O)c1ccc(C)c(NC(=O)COC(=O)C2CC3CCCC(C2)C3=O)c1 (stereo not drawn),i,0.18
Cc1ccc(C)n1CCN1CCN(C(=O)CC#N)CC1,i,-0.12
CCOc1cc2[nH]c(=O)n(CCCN3CCCC3=O)c(=O)c2cc1OCC,i,0.16
Cc1[nH]c2ccccc2c1C(=O)C(=O)Nc1ccc2c(c1)OCO2,i,1.1
O=C(CCNS(=O)(=O)c1cccc2nsnc12)NCc1ccccc1Cl,i,-0.02
COC(=O)c1ccccc1S(=O)(=O)N1CCCC(c2nc3c(nnn3Cc3ccc(C)cc3)c(=O)[nH]2)C1 (stereo not drawn),i,1.1
CC(C)CNC(=O)C1C2C=CC(C2)C1C(=O)O (stereo not drawn),i,1.2
O=C(O)/C(=C/c1cccnc1)NC(=O)c1ccccc1,i,0.79
COc1cccc(-c2nn(-c3ccc(F)cc3)cc2C(=O)NCC2CCCO2)c1 (stereo not drawn),i,0.93
CCOCCCN1CN(S(=O)(=O)c2ccc(Cl)cc2)c2nc3ccccc3nc21,i,0.46
Cc1ccc(N(C(=O)c2ccc3c(c2)OCO3)C2C=CS(=O)(=O)C2)cc1C (stereo not drawn),i,1.9
COc1ccc(CCNCc2ccc(OCc3ccc(Cl)nc3)c(OC)c2)cc1OC,i,-0.68
COCCN1C(=O)c2oc3ccccc3c(=O)c2C1c1ccc(O)c(OC)c1 (stereo not drawn),i,1.3
c1ccc(Cc2ccc(OCCN3CCOCC3)cc2)cc1,i,1.7
COc1ccc(S(=O)(=O)N2CCN(c3ccccn3)CC2)cc1OC,i,0.74
CCNc1nc(NCC)n2c(SC(C(=O)Nc3cc(C)ccc3C)c3ccccc3)nnc2n1 (stereo not drawn),i,-1.7
CC(=O)N1C(=O)c2cccc3cccc(c23)C(=O)N1C(C)=O,i,0.35
C=CCC1(C#N)C(=S)NC2=C(C(=O)CC(C)(C)C2)C1c1ccc(Br)cc1 (stereo not drawn),i,1.3
O=[N+]([O-])c1cccc(Cl)c1NCCNc1ncc(C(F)(F)F)cc1Cl,i,-3.4
